Screens: PubChem, The Scripps Research Institute Molecular Screening Center
CHRM1 PAM: human CHRM1 positive allosteric modulation | P11229 | CHO-K1 hM1, Fluo-8 calcium fluorescence, ACh EC20; 0% = ACh EC20, 100% = maximal ACh | activation, % at 3 µM | actives 0.088% (n = 360,000); in the data active = activation above about 19%, passing the limit was not always enough
CHRM1 antagonist: antagonists of human M1 muscarinic receptor. actives 1.3% (n = 360,000). inhibition, % at 3 µM. CHO-K1 hM1, Fluo-8 calcium fluorescence, ACh EC80 antagonist. P11229. AID 588852;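 active = percent inhibition above its own plate's cutoff, namely the mean of that plate's compound wells plus 3 SD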;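 note: peak over basal fluorescence ratio during 140 s after agonist addition; 0% = ACh EC80 plus DMSO and 100% = DMSO alone without agonist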
M1 ag: agonists of human M1 muscarinic receptor | activation, % at 3 µM | actives 0.33% (n = 360,000) | CHO-K1 hM1, Fluo-8 calcium fluorescence, agonist mode; 0% DMSO, 100% acetylcholine EC100 | P11229;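 active = activation above the run's mean compound activation plus 3 SD, cut at about 16% in these data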;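 note: peak over basal fluorescence ratio within a 140 s kinetic read after compound addition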
CHRM5 antagonist: blocks acetylcholine activation of human M5 receptor | CHO-hM5 cells, Fluo-8 calcium fluorescence, ACh EC80 | inhibition, % at 3 µM | actives 0.59% (n = 360,000) | AID 624040;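 active = inhibition above a per-plate cutoff, the mean of that plate's test compounds plus 3 SD, cut at about 27% in these data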;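 note: 0% = acetylcholine EC80 with DMSO and 100% = DMSO without agonist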
Target sequence (P08912 whole entry, looked up): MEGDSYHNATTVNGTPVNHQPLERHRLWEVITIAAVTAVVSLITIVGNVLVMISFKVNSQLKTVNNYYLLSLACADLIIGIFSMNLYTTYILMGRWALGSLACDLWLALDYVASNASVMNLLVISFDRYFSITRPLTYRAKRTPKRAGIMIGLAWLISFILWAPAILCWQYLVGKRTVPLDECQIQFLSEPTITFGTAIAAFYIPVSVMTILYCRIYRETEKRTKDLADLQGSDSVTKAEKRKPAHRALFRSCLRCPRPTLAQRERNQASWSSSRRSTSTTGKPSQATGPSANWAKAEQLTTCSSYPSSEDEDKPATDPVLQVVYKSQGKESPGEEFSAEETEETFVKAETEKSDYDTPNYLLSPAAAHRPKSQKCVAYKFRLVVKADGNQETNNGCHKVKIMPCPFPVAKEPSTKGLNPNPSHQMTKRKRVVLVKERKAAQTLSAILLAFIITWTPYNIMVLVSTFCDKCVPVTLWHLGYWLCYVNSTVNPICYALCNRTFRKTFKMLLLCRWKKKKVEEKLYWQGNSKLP
CHRM4 antagonist: blocks acetylcholine activation of human M4 receptor. inhibition, % at 3 µM. AID 624125. CHO-hM4 cells, ACh EC80, Fluo-8 calcium fluorescence. actives 0.73% (n = 360,000). P08173;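 active = inhibition above its plate's cutoff, the mean inhibition of sample wells plus 3 SD, cut at about 27% in these data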;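 note: 0% = acetylcholine EC80 with DMSO and 100% = DMSO without agonist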
TAAR1 ag: agonists of human TAAR1; CHO RD-HGA16 TAAR1, Fluo-8 calcium fluorescence; vehicle wells 0%, saturating PEA agonist 100%; activation, % at 3 µM; actives 0.99% (n = 360,000); AID 624467;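 active = activation above the mean activation of all test compounds in the run plus 3 SD, cut at about 38% in these data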
Target sequence (Q96RJ0 whole entry, looked up): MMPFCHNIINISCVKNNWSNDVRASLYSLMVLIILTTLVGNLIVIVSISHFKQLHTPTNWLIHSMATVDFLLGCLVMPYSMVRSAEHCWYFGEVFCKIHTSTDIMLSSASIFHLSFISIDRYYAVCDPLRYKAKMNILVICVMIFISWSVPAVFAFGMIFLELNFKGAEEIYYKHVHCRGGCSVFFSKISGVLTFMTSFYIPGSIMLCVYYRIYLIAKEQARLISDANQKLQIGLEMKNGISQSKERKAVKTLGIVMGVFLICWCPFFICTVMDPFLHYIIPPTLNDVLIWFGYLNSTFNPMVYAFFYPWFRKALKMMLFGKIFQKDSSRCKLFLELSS
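Assay system: CHO-derived RD-HGA16 cells with stable Gα16 and human TAAR1; timing: 17-24 h seeding, 75 min 37 °C dye, 30 min RT; read-out: % activation from peak over basal fluorescence ratio, DMSO-to-PEA scaled; measured by: kinetic Fluo-8 calcium fluorescence; benchmarks: low control DMSO, high control PEA (EC100); doses: 3 µM single concentration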
CHRM5 PAM: CHRM5 positive allosteric modulation; P08912; CHO-K1 hM5, Fluo-8 calcium, ACh EC20 PAM; 0% = ACh EC20, 100% = ACh EC100; activation, % at 3 µM; actives 0.3% (n = 360,000);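 active = activation above the run cutoff, the mean activation of all test compounds plus 3 SD, cut at about 18% in these data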
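Test system: CHO-K1 hM5 cells / Doses: single-point, 3 µM nominal / Times: Post-acetylcholine fluorescence recording 140 s / Technique: Fluo-8 calcium fluorescence / Measure: Max/basal fluorescence ratio as % of EC20–EC100 ACh window / Benchmarks: low control EC20 acetylcholine (0%), high control EC100 acetylcholine (100%) / Replicates: one well per compound, no replicates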
CHRM4 agonist: CHRM4 agonism in calcium assay | P08173 | AID 624127 | activation, % at 3 µM | actives 0.14% (n = 360,000) | CHO-K1 hM4/Gqi5, Fluo-8 calcium fluorescence; vehicle 0%, full acetylcholine response 100%;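 active = activation above the run mean over all test wells plus 3 SD, cut at about 32% in these data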;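 note: peak over basal fluorescence ratio per well then scaled between controls; 0% = DMSO wells and 100% = acetylcholine at EC100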
M5 ag: CHRM5 agonism in calcium assay. P08912. CHO-K1 hM5 cells, Fluo-8 calcium fluorescence; 0% DMSO wells, 100% maximal acetylcholine response. activation, % at 3 µM. actives 0.19% (n = 360,000). AID 624037;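 active = activation above the run's mean over test compounds plus 3 SD, cut at about 23% in these data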;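 note: signal is peak over basal fluorescence ratio across the kinetic read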
An asterisk follows results filed as active; nt = no result given. This is a subset; the hit share may differ from the screen's.

SMILES	CHRM1 PAM	CHRM1 antagonist	M1 ag	CHRM5 antagonist	CHRM4 antagonist	TAAR1 ag	CHRM5 PAM	CHRM4 agonist	M5 ag
CCOC(=O)[C@H]1[C@H]2COc3ccc(Br)cc3[C@@H]2N2C(=O)CN(Cc3ccc(F)cc3)C(=O)[C@@]12C	3	-8	-3	16	-2	11	-2	0	-1
CC(C)C(NC(=O)c1cccc(S(=O)(=O)N2CCOCC2)c1)C(=O)NCCc1ccccn1 (stereo unspecified)	-1	0	-3	-17	3	1	9	1	-1
CCc1cccc(C)c1N(C(=O)Cn1c(COC)nc2ccccc21)C(C)COC (stereo unspecified)	12	-18	-2	-1	2	8	2	0	1
O=C(Nc1ccc2nc3n(c(=O)c2c1)CCCCC3)C(=O)N1CCN(c2ccccc2F)CC1	4	-4	-6	6	2	3	2	1	-2
CCCCOc1ccc(CN2CCC(O)CC2)cc1	-13	15	-13	-4	-4	3	-2	0	-1
Cc1ccccc1CNC(=O)CN(c1cccc([N+](=O)[O-])c1)S(C)(=O)=O	-4	2	-8	0	-1	1	9	3	-6
Cc1cc(C(=O)NC2CCCCC2C)c2ccccc2n1 (stereo unspecified)	1	-6	-6	12	9	0	-3	2	-5
CC(C)Oc1ccc(S(=O)(=O)N2CCOCC2)cc1NC(=O)CN1C(=O)c2ccccc2C1=O	3	-8	-6	1	17	7	-2	2	2
COc1ccccc1-c1noc(-c2ccccc2)n1	7	-11	-4	0	3	12	-2	0	-2
COCc1nnc(NC(=O)COc2ccc3c(c2)OCO3)s1	22	-20	-1	12	4	6	6	0	-2
CC(=O)c1cccc(Nc2ccc(Br)cc2)c1	-2	3	-6	2	-6	0	-7	1	-4
CC(CC(C)C(=O)N1CCOCCN(C(=O)C(C)CC(C)C(=O)O)CCOCC1)C(=O)O (stereo unspecified)	4	2	1	2	-8	7	-6	0	-1
COc1cccc(C(=O)N2CCN(Cc3nc(CC4CC4)no3)CC2)c1	2	-19	-3	-5	1	1	3	0	1
Cn1c(NCc2ccccc2F)nc2cc(-c3cccc(C(F)(F)F)c3)sc2c1=O	-10	8	-2	7	1	2	-3	1	1
Cc1ccc(S(=O)(=O)N2CCC(=O)N([C@H](COCc3cccc(Cl)c3)Cc3ccccc3)CC2)cc1	nt	nt	nt	9	-7	3	-14	6	0

Three neighbouring entries out of the list so far, for reference:
SMILES	CHRM1 PAM	CHRM1 antagonist	M1 ag	CHRM5 antagonist	CHRM4 antagonist	TAAR1 ag	CHRM5 PAM	CHRM4 agonist	M5 ag
COc1cccc(C(=O)N2CCN(Cc3nc(CC4CC4)no3)CC2)c1	2	-19	-3	-5	1	1	3	0	1
Cn1c(NCc2ccccc2F)nc2cc(-c3cccc(C(F)(F)F)c3)sc2c1=O	-10	8	-2	7	1	2	-3	1	1
Cc1ccc(S(=O)(=O)N2CCC(=O)N([C@H](COCc3cccc(Cl)c3)Cc3ccccc3)CC2)cc1	nt	nt	nt	9	-7	3	-14	6	0

New compounds follow.
SMILES	CHRM1 PAM	CHRM1 antagonist	M1 ag	CHRM5 antagonist	CHRM4 antagonist	TAAR1 ag	CHRM5 PAM	CHRM4 agonist	M5 ag
COc1cccc(/C=N/NC(=O)c2cc3c(OC)c(OC)ccc3[nH]2)c1OC	-18	22	-3	4	7	21	-12	12	5
COC(=O)CCC(=O)OC1(C)C(=O)C2=CN(Cc3ccc4c(c3)OCO4)C(c3ccc(OC)cc3)=CC2=C(Br)C1=O (stereo unspecified)	4	11	2	9	0	nt	9	1	4
COc1ccc(-c2cc(C(F)(F)F)n3nc(C(=O)N4CCOCC4)nc3n2)cc1	11	-15	-5	-9	-7	-1	-4	0	-7
COCCCn1cc(C(=O)c2cc(OC)ccc2OCC(=O)N2CCCCC2C)cc(C#N)c1=O (stereo unspecified)	-4	8	-9	21	5	0	-16	12	1
Clc1cccc(Cl)c1/C=C/c1ccn[nH]1	18	-21	7	9	-10	8	-2	-1	-3
CCN1CCN(Cc2c(O)ccc3c2O/C(=C\C=C\c2ccccc2OC)C3=O)CC1	7	-13	-5	8	-3	5	3	1	-2
C[C@@H]1COC(=O)[C@H](CC(=O)OC(C)(C)C)C/C=C\C[C@H](CC(=O)NCCO)C(=O)N1	14	-25	-1	14	-1	16	2	0	-2
COc1ccc(Cl)cc1N(CC(=O)N1CCN(Cc2ccccc2)CC1)S(C)(=O)=O	8	-9	1	-3	-3	2	1	2	-7
CC(=O)NCC(=O)NC1(C(=O)NC2CCCC2)CCCCC1	-7	13	-3	11	6	7	0	0	-2
Cc1ccc(N=Nc2ccc(O)cc2)c(Br)c1	9	-14	0	8	-10	9	-1	1	-1
CCOC(=O)c1c(NC(=O)C2Cc3ccccc3C(=O)O2)sc2c1CCCC2 (stereo unspecified)	14	-29	3	-2	3	3	13	0	3
O=C(CCNC(=O)C1CCN(S(=O)(=O)c2ccccc2)CC1)NCc1cccnc1	17	-1	6	7	-15	5	-4	1	1
COc1cc(C)c(Cl)cc1S(=O)(=O)NCCCN1CCOCC1	2	-5	-3	3	0	5	-9	1	-2
Cc1ccc(C(=O)NNC(=O)CCCCC(=O)NNC(=O)c2ccc(C)cc2)cc1	3	-10	-4	19	-1	8	-5	0	-2
Cc1csc(NC(=O)Cc2nn(C)c(=O)c3ccccc23)n1	-1	-1	3	15	6	10	-6	6	10
CCOc1cc(N2CCOCC2)c(OCC)cc1NC(=O)c1ccccc1C	4	-4	-3	-4	-7	5	-8	8	-1
CCNc1nc(Cl)nc(NNC(=O)C(C)Oc2ccccc2)n1 (stereo unspecified)	9	-3	-5	10	6	0	-3	1	-1
COc1ccc(-c2[nH]nc3oc(=O)c(CCO)c(C)c23)cc1	-5	-1	-6	4	-5	11	-3	1	-1
CCCC(C(=O)NC1CCCC1)N(Cc1ccc(OC)cc1)C(=O)c1snc(C(N)=O)c1N (stereo unspecified)	-10	5	-6	2	-10	3	-2	7	0
Cc1ccc(S(=O)(=O)N(C)c2ccc(OCC(=O)N3CCCCC3)cc2)cc1	3	-13	-1	-3	-8	0	-3	4	-1
COc1ccc(-n2c(SCC#N)nnc2-c2ccc(NS(=O)(=O)c3ccc(C)cc3)cc2)cc1	6	-2	1	2	3	nt	-4	4	1
COC(=O)c1ccc(C(=O)OC)c(NS(C)(=O)=O)c1	11	-14	-2	-3	-9	-2	5	0	2
Cc1nc2c(ccc3nc(NC(=O)Cc4ccccc4)sc32)s1	10	-13	-4	1	-6	-3	-7	1	0
O=C(C(=O)N1CCOCC1)c1c[nH]c2ccccc12	4	0	-5	-5	-3	3	3	3	1
Cc1cccc2sc(N3CCN(C(=O)C4COc5ccccc5O4)CC3)nc12 (stereo unspecified)	2	-2	7	13	-3	50*	-5	16	11
CCC(=O)N1CCc2cc(Br)cc(S(=O)(=O)NCCN3CCCCC3CC)c21 (stereo unspecified)	0	-4	-7	-3	1	-2	6	-1	-7
O=C1Cc2cc(NS(=O)(=O)c3cc(F)ccc3F)cc3c2N1CCC3	2	0	-3	-1	-2	nt	0	2	-2
N#Cc1c(SCC(=O)Nc2ccccc2C(F)(F)F)sc2c(O)cc(=O)[nH]c12	13	-15	-1	5	0	4	2	8	0
CC(C)Sc1n[nH]c(=O)n1-c1ccccc1	3	-4	-2	6	-2	7	-4	8	1
Nc1nnnn1/N=C/c1cccs1	2	-2	-3	3	-6	8	-4	2	1
CC1CC(C)CN(C(=O)CN2C(=O)NC3(CCCCCC3)C2=O)C1 (stereo unspecified)	13	-28	0	6	-10	3	3	0	0
CC(=O)NC12CC3CC(C1)CC(C(=O)NCc1ccc(C)cc1)(C3)C2	2	10	-5	4	-11	1	-2	0	-3
CC1CCCN(C(=O)Nc2ccc(Br)cc2Cl)C1 (stereo unspecified)	3	0	-8	9	-3	2	-1	-1	-4
C=CCn1c(=O)c2ccccc2n2c(SCC(=O)NC)nnc12	15	-5	5	27	-7	2	-7	0	-3
Cc1ccc(Cn2nnnc2CN2CCC(O)(c3cccnc3)CC2)cc1	3	-7	0	9	11	1	-1	0	1
Cn1c(CNC(=O)c2ccccc2F)nnc1SCC(=O)Nc1nncs1	2	-5	-5	8	-11	0	-7	1	-2
O=C(NCCS(=O)(=O)NCc1cccs1)c1ccccc1	4	-7	-1	-5	-14	4	4	1	-1
CC(CCc1ccccc1)NC(=O)c1cccnc1 (stereo unspecified)	10	-8	1	0	-1	11	8	0	-5
Cc1cc(C)cc(C(O)c2ncc(-c3ccccc3C)[nH]2)c1 (stereo unspecified)	2	-6	-4	-4	3	0	-1	1	-1
Cc1cc(C)c(C#N)c(Cl)n1	1	-4	-4	-4	-10	4	-2	1	-1
O=C(NCc1ccc2c(c1)OCO2)C1CCN(S(=O)(=O)N2CCOCC2)CC1	1	3	-5	-1	4	0	1	1	1
O=C(Nc1cccc(NC(=S)NC(=O)c2cccs2)c1)c1ccccc1	-3	2	-4	0	9	22	-3	1	2
COc1ccc(CCNC(=O)COc2ccc(S(=O)(=O)NC3CCCCC3)cc2Cl)cc1	-11	19	-1	9	4	29	-18	27	5
C[C@@H]1CCCCO[C@@H](CN(C)S(=O)(=O)c2cn(C)cn2)[C@@H](C)CN([C@H](C)CO)C(=O)c2cc(NC(=O)Nc3ccc(C(F)(F)F)cc3)ccc2O1	4	-11	0	-4	-4	1	1	1	2
COc1ccccc1NC(=O)NNC(=O)CCN1CCOCC1	4	-5	-2	-2	1	4	-2	1	0
O=C(Nc1cccc(C(F)(F)F)c1)Nc1nnc([C@H]2C[C@H](O)[C@@H](CO)O2)s1	4	-7	-1	4	3	1	2	0	0
Cc1c(C(=O)NCc2ccc3c(c2)OCO3)oc2ccc(S(=O)(=O)N3CCCCC3)cc12	-16	28*	-2	15	27*	21	-19	15	4
CC(C)C[C@H](NC(=O)c1[nH]cnc1C(=O)N[C@@H](C)C(=O)OC(C)(C)C)C(=O)OCc1ccccc1	3	-8	-8	7	-9	-2	-12	-2	-3
O=C(CSc1nc2c(cnn2-c2ccc(F)cc2)c(=O)[nH]1)N1CCCCC1	10	-17	3	-2	-12	4	-3	2	1
Cc1ccc(C)c(OCCCC(=O)O)c1	3	-4	0	-6	3	2	8	0	-5
O=C(CCS(=O)(=O)c1ccccc1)Nc1ccc2c(c1)OCO2	8	-7	-2	8	8	1	2	1	0
CC1(C)Cc2c(sc(NC(=O)C(=O)N3CCCCC3)c2C(N)=O)CO1	4	-4	0	3	-9	2	0	1	-4
Cc1ccc(S(=O)(=O)N2CCN(CCc3ccncc3)CC2)cc1	16	-24	-2	0	-1	0	6	2	0
CC(=O)OCCNc1cc(SC(C)C)c2nonc2c1[N+](=O)[O-]	7	-8	-3	0	-17	1	3	1	-1
Cc1ccc(S(=O)(=O)N2CCC(C(=O)N3CCC(C(=O)NCC4CCCO4)CC3)CC2)cc1 (stereo unspecified)	1	-21	-4	-4	-5	7	0	1	2
O=C(CNC(=S)N(CCCN1CCOCC1)Cc1cccs1)NC1CCCCC1	-1	8	-8	4	-3	9	2	1	-7
Cc1cc(OC(=O)c2ccc(F)cc2)c([N+](=O)[O-])c(=O)[nH]1	-2	11	-1	-6	-2	1	4	0	-4
Cc1noc(C)c1S(=O)(=O)N1CCC(C(=O)c2ccccc2)CC1	7	-4	-2	6	-6	0	4	1	0
